GSK3A inh: inhibitors of human GSK-3 alpha kinase. P49840. ADP-Glo luminescence, 60 min. inhibition, % at 10 µM. hit rate 0.1% among 320,000;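 in the data active = inhibition above about 50%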;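 note: GST-tagged GSK-3 alpha with peptide substrate and 25 µM ATP; 0% = DMSO neutral wells and 100% = GW8510 positive control wells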
KCNK9 inh: inhibitors of human KCNK9 two-pore domain potassium channel. Q9NPC2. HEK293 KCNK9, FluxOR thallium flux fluorescence; stronger effect = lower value. B-score at 10 µM. hit rate 1.2% among 310,000. AID 488922;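 active = ratio B-score over 3 SD below the library mean, with starting fluorescence within 5 SD of its mean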;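 note: negative B-score means less thallium flux so channel inhibition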
KCNQ1 block: blocks the human KCNQ1 potassium channel; hit rate 1.3% among 310,000; CHO-K1 KCNQ1, FluxOR thallium flux fluorescence; stronger effect = higher value; B-score at 10 µM; P51787;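 active = compounds whose thallium flux B-score, printed positive for inhibition, exceeds three library SD while starting fluorescence stays within three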;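 note: channel opened by potassium depolarization with thallium stimulus after 20 min compound exposure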
PolyA inh: blocks polyadenylation in yeast reporter cells; S. cerevisiae SKY197-pL101 polyadenylation reporter, beta-gal luminescence; efflux-impaired pdr1/pdr3 knockout yeast; score 100 = 6 SD above DMSO; calls only at 12 µM; hit rate 0.02% among 300,000; AID 1875;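 active = lowest replicate activity score at least 50, where 100 means six control SD above control mean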;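 note: yeast exposed to compound for 9 h at 30 °C; higher score means more reporter readthrough which indicates perturbed polyadenylation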
hERG protect: hERG (human) protection from proarrhythmic block; Q12809; CHO-hERG, FluxOR thallium flux, dofetilide IC70 present; activation (rescue from dofetilide block), less the hit threshold, % at 10 µM; hit rate 0.51% among 310,000; AID 1511;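 active = activation above the mean of controls blocked by dofetilide plus 5 SD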;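 note: thallium influx through hERG after potassium depolarization seen as dye fluorescence rise; in these data hits start at about 4.7%; inactives centre near -7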
RGS4 act: potentiators or activators of RGS4. HEK293 M3R/inducible RGS4, carbachol calcium flux Fluo4; stronger effect = lower value. AID 463111. B-score at 10 µM. hit rate 0.92% among 310,000;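 active = B-score of the integrated calcium signal more than 4 SD below the library mean, with starting fluorescence not abnormally high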;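 note: negative B-score means reduced calcium response which marks RGS4 activation or potentiation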
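test system = M3R-expressing HEK293 line, RGS4 induced by doxycycline | probe or stimulus = carbachol at ECmax as muscarinic agonist stimulus | timing = dye loading 30 min 37 °C, buffer rest 30 min RT | signal = calcium dye Fluo4 fluorescence | evaluation = B score from integrated fluorescence ratio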
KCNK3 block: human KCNK3 channel inhibition, primary screen | O14649 | AID 602410 | CHO-KCNK3 thallium flux, FluxOR fluorescence; stronger effect = lower value | hit rate 0.84% among 340,000 | B-score at 10 µM;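 active = B-score under library mean minus 4 SD, starting fluorescence ratio at most library mean plus 5 SD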;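 note: more negative B-score means stronger inhibition of thallium flux through KCNK3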
Target sequence (O14649 whole entry, looked up): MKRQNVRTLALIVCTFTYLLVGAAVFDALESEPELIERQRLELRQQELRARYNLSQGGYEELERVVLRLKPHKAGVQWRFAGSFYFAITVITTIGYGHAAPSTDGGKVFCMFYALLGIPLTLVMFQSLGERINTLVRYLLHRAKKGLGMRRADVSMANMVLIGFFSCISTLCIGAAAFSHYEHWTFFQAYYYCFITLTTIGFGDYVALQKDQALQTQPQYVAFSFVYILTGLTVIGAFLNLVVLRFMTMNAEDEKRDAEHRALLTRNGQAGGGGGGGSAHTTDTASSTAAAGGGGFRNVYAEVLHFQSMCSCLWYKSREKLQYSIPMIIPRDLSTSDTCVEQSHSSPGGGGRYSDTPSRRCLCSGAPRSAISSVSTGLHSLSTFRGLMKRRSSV
GSK3beta inhib: blocks human GSK3beta kinase activity; hit rate 0.038% among 300,000; P49841; AID 2097; activity score (negative = inhibition), % at 10 µM; GST-GSK3beta kinase, ADP-Glo luminescence, 60 min; stronger effect = lower value;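 active = more than half of replicate wells score below -50%, meaning over 50% inhibition versus plate controls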;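 note: 0% = median DMSO wells and -100% = median GW8510 positive control wells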
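Test system: GST-fused GSK3beta enzyme, cell-free | Quantity: 1.6 ng GST-GSK3beta enzyme per well | Reagent: 25 µM ATP with peptide substrate | Schedule: 60 min enzyme reaction, room temperature | Signal: Luminescent ADP-Glo measurement of ADP formed | Read-out basis: Score relative to plate controls | Control set: DMSO and 20 µM GW8510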
HDAC3 inh: blocks human histone deacetylase 3; recombinant HDAC3, fluorogenic peptide/trypsin coupled, fluorescence; inhibition, % at 8.3 µM; hit rate 0.15% among 320,000; AID 2718; in the data active = inhibition above about 26%, passing the limit was not always enough
Target sequence (O15379 whole entry, looked up): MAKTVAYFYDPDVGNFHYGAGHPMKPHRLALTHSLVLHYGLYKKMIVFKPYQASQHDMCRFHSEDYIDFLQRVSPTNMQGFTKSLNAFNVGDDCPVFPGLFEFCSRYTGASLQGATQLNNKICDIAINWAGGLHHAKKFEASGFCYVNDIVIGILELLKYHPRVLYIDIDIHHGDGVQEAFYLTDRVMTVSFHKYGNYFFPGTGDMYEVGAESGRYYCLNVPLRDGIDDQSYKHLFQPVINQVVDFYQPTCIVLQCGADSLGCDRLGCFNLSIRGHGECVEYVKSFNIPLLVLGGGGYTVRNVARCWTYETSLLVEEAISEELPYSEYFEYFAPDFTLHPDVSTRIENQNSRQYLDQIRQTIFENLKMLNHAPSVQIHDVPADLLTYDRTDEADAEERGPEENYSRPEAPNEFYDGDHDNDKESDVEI
Dyrk1A ADPGlo: blocks rat Dyrk1A kinase activity | inhibition, % at 12.5 µM | hit rate 0.43% among 310,000 | Q63470 | ADP-Glo luminescence, NFATc1 peptide; in the data active = inhibition above about 50%;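 note: plate controls were vehicle with enzyme for no effect and no enzyme for full effect; many of its hits are not listed in these tables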
KCNQ1 act: human KCNQ1 channel potentiation or activation. P51787. CHO-K1 KCNQ1, thallium flux FluxOR fluorescence; stronger effect = higher value. B-score at 10 µM. AID 2648. hit rate 0.35% among 310,000;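 active = fluorescence ratio B-score, a plate-corrected score, at least three library SD, with initial intensity B-score within 5 SD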
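Assay system: CHO-K1 cells stably expressing KCNQ1. Medium: assay buffer for compound exposure, DMSO matched across wells. Timing: 37 °C overnight plating, 90-min dark dye load, 20-min compound pretreatment. Signal: kinetic FluxOR fluorescence, 10 s baseline plus 110 s post-stimulus.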
* = called active by the depositor; i = inactive; · = not tested or not shown. Not all compounds are listed, so the mix of outcomes need not match the whole.

smiles | GSK3A inh | KCNK9 inh | KCNQ1 block | PolyA inh | hERG protect | RGS4 act | KCNK3 block | GSK3beta inhib | HDAC3 inh | Dyrk1A ADPGlo | KCNQ1 act
Cc1ccc(C)c(OC(C)C(=O)Nc2nccs2)c1 (stereo unspecified) | 0 | i | i | i | 0 | i | i | 0 | 1 | -3 | i
COC(=O)Cc1ccc(NC(=S)Nc2ccccn2)cc1 | 3 | i | i | i | -13 | i | i | -2 | 4 | -2 | i
O=C(N/N=C/c1ccc(Cl)cc1)c1ccc2c(c1)OCO2 | 0 | i | i | i | -4 | i | i | 1 | -3 | 8 | i
O=C(Nc1nc(-c2ccc(Cl)cc2Cl)cs1)c1ccc(OCC2CCCO2)cc1 (stereo unspecified) | -1 | i | 6* | i | -12 | i | i | 2 | 2 | 0 | i
Cc1ccc(CC(=O)Nc2cccc([N+](=O)[O-])c2)cc1 | 2 | i | i | i | -9 | i | i | -3 | -8 | -1 | i
COC(=O)N/N=C/c1cn(Cc2c(Cl)cccc2Cl)c2ccccc12 | 0 | i | i | i | -3 | i | i | -4 | 11 | -5 | i
CCOc1ccc(OCCC(=O)Nc2ccc(F)cc2C)cc1 | 0 | i | i | i | -16 | i | i | 4 | -8 | 4 | i
O=c1cc(CSc2ccc(Cl)cc2)nc(N2CCOCC2)[nH]1 | 4 | i | i | i | -14 | i | i | 2 | -7 | 3 | i
Cc1ccccc1C(=O)NC(=S)N(C)CCc1ccccn1 | -1 | i | i | i | -12 | i | i | 10 | -8 | 7 | i
CC(C)n1c(CCCO)nc2ccccc21 | 0 | i | i | i | -16 | i | i | 0 | 1 | 5 | i
CN(Cc1ccc(Cl)cc1Cl)C(=O)CNC(=O)c1ccco1 | -4 | i | i | i | -10 | i | i | 0 | -3 | 0 | i
Oc1c(Br)cc(Br)cc1/C=N/NC(=S)N[C@H]1CC2C=CC1C2 (stereo partly specified) | -3 | i | i | i | -1 | i | i | -1 | -2 | 7 | i
CCN1C(=O)C(=Cc2cccc(OC)c2Oc2ccc([N+](=O)[O-])cc2[N+](=O)[O-])SC1=S | 1 | i | i | i | -8 | i | i | -1 | -3 | -1 | i
CCOc1ccc(S(=O)(=O)NCCC(=O)NCC(c2ccc(OC)cc2)N2CCCCC2)cc1 (stereo unspecified) | -5 | i | i | i | -9 | i | i | 2 | 1 | 10 | i
CCOC(=O)c1c(C)oc2c(CN3CCN(C)CC3)c(Br)c(OC)c(O)c12 | 2 | i | i | · | -8 | i | i | -6 | -2 | 0 | i
C/C(=N\NC(=O)c1cccc(Cl)c1)c1cccc(NC(=O)C(C)C)c1 | -3 | i | i | i | -5 | i | i | 0 | 4 | -2 | i
CC(=O)Oc1ccc(C(=O)NCc2ccco2)cc1 | -2 | i | i | i | -5 | i | i | 1 | 11 | 2 | i
Cc1nnc(SCC(=O)N2CC(=O)Nc3ccccc32)n1C | 0 | i | i | i | -10 | i | i | -3 | -5 | -1 | i
O=C(OCc1cccc(F)c1)c1ccc2c(c1)-c1ccccc1C2=O | -1 | i | i | i | -14 | i | i | 3 | 5 | -2 | i
N#C/C(=C\c1ccco1)C(=O)NCC1CCCO1 (stereo unspecified) | -2 | i | i | i | -7 | i | i | 1 | 7 | -10 | i
O=C(Nc1ccc(S(=O)(=O)Nc2nccs2)cc1)c1cc(-c2ccccc2Cl)nc2ccccc12 | -37 | i | i | i | -8 | i | i | 4 | 10 | 7 | i
CCc1ccc(C(C)NC(=O)c2cc(C)oc2C)cc1 (stereo unspecified) | -3 | i | i | i | -16 | i | i | 0 | 1 | 10 | i
COC(=O)C1=C2c3[nH]c4ccccc4c3CCN2C(=O)CC1 | 1 | i | i | i | -5 | i | i | 0 | 4 | 26 | i
CCOC(=O)C(C)n1cnc2c(nnn2-c2ccc(C)cc2)c1=O (stereo unspecified) | 1 | i | i | i | -7 | i | i | 1 | -4 | 5 | i
CCOC(=O)c1[nH]c(C)c(C(=O)Nc2cc(Cl)ccc2C)c1C | -1 | i | i | i | -15 | i | i | 1 | 0 | 2 | i
COc1ccc(OC(=O)c2cccc(S(=O)(=O)N3CCCC3)c2)cc1 | 0 | i | i | i | -10 | i | i | 0 | -2 | -4 | i
Cc1ccc(-c2nn(-c3ccccc3)cc2NC(=O)c2ccccc2)cc1 | -2 | i | i | i | -6 | i | i | 3 | 1 | 12 | i
Cc1ccc(S(=O)(=O)N2CCN(C(=O)NCc3ccc(C(=O)O)cc3)CC2)cc1 | 5 | i | i | i | -6 | i | i | -3 | -2 | -7 | i
C(=C\c1ccco1)/C=N/n1cnnc1 | 0 | i | i | i | -6 | i | i | -1 | 7 | 16 | i
CC(C)C[C@@H](C(=O)NCc1ccco1)N1C(=O)N2CCc3c([nH]c4ccccc34)[C@@]2(C)C1=O | -2 | i | i | i | -6 | i | i | 2 | 1 | 0 | i

Whole records, looked up by structure. Values in the order: GSK3A inh, KCNK9 inh, KCNQ1 block, PolyA inh, hERG protect, RGS4 act, KCNK3 block, GSK3beta inhib, HDAC3 inh, Dyrk1A ADPGlo, KCNQ1 act
`CCOC(=O)c1[nH]c(C)c(C(=O)Nc2cc(Cl)ccc2C)c1C` is listed with -1, i, i, i, -15, i, i, 1, 0, 2, i
`CCOC(=O)C(C)n1cnc2c(nnn2-c2ccc(C)cc2)c1=O` (stereo unspecified) is listed with 1, i, i, i, -7, i, i, 1, -4, 5, i

Next part:
smiles | GSK3A inh | KCNK9 inh | KCNQ1 block | PolyA inh | hERG protect | RGS4 act | KCNK3 block | GSK3beta inhib | HDAC3 inh | Dyrk1A ADPGlo | KCNQ1 act
CCOc1ccc(NC(=O)N(CCC(C)C)C2CCN(C(C)=O)CC2)cc1 | -2 | i | i | i | -15 | i | i | -3 | -1 | 3 | i
COc1cc2oc(-c3ccc(O)cc3)cc(=O)c2c(O)c1OC | 5 | i | i | i | -13 | i | i | -4 | 2 | 31 | i
CC(C)(C)c1ccc(/C=C2\Oc3cc(OC(=O)N4CCOCC4)ccc3C2=O)cc1 | 1 | i | i | i | -7 | i | i | -3 | -5 | -1 | i
O=C(CSc1nnc(-c2ccc(Br)cc2)n1C1CCCCC1)N1CCCC1 | 1 | i | i | i | -8 | i | i | 3 | 2 | 2 | i
Nc1cc(=O)[nH]c(SCC(=O)Nc2ccc3c(c2)CCC3)n1 | -3 | i | i | i | -7 | i | i | 1 | 2 | · | i
COC(=O)c1ccc(C(=O)OC)c(NC(=O)CCC(=O)O)c1 | -1 | i | i | i | -10 | i | i | 3 | -9 | 3 | i
CCOc1cc(/C=C2\C(=N)N3N=C(C)SC3=NC2=O)ccc1OCCOc1cccc(OC)c1 | 4 | i | i | i | -4 | i | i | -4 | -1 | -1 | i
CCOc1cc2c3c(c1)C1(Nc4ccccc4S1)C(=O)N3C(C)(C)CC2C (stereo unspecified) | -3 | i | 8* | i | -11 | i | i | 1 | 17 | -1 | i
Fc1cnc(Cl)nc1NC1CCCCC1 | -1 | i | i | i | -5 | i | i | -1 | 0 | -1 | i
Fc1ccc(-c2cc(C(F)(F)F)nc(-n3cccn3)n2)cc1 | -1 | i | i | i | -7 | i | i | -5 | 2 | -9 | i
COc1ccc(C(=O)CSc2nc(SC)ns2)cc1OC | 0 | i | i | i | -8 | i | i | 2 | 5 | -2 | i
COC(=O)C[C@H]1c2ccccc2S(=O)(=O)N1c1cccc(OC)c1 | 4 | i | i | i | 1 | i | i | -2 | -11 | 6 | i
COc1ccc(NC(=O)C#Cc2ccccc2)cc1 | 0 | i | i | i | -10 | i | i | 16 | 8 | 10 | i
COc1ccc(C(=O)/C=C/Nc2ccccn2)c(OC)c1 | 0 | i | i | i | -6 | i | i | -3 | 0 | · | i
O=C(N/N=C1\CCS(=O)(=O)c2ccc(F)cc21)c1ccc(O)cc1 | 17 | i | i | i | -12 | i | i | -1 | 5 | 6 | i
CCOc1ccc(NC(=O)C2=C(C)C(=O)OC23CCC(C)CC3)cc1 (stereo unspecified) | 0 | i | i | i | -11 | i | i | 1 | 4 | -3 | i
c1ccc2c(c1)ncn2Cc1nnc2sc(-c3ccc4c(c3)OCO4)nn12 | 6 | i | i | i | -3 | i | i | 0 | 8 | 34 | i
O=S(=O)(NCc1csc(-c2cccs2)n1)c1cccc(C(F)(F)F)c1 | -5 | i | i | i | -6 | i | i | 7 | -4 | 1 | i
O=C(c1cccc(C(F)(F)F)c1)C1CCCN(C(=O)CN2CCCC2=O)C1 (stereo unspecified) | 0 | i | i | i | -9 | i | i | -2 | -2 | -30 | i
O=C(Nc1cc(C(F)(F)F)ccc1N1CCCCC1)c1ccc(Br)o1 | -2 | i | i | i | -9 | i | i | 0 | -16 | 3 | i
O=C(Nc1cccc(NC(=O)c2ccc(Br)cc2)c1)c1ccccc1 | -1 | i | i | i | -1 | i | i | 6 | 0 | 4 | i
COC(=O)Cc1c[nH]c2ccc(OCC(O)CNC(C)C)cc12 (stereo unspecified) | -3 | i | i | i | -5 | i | i | 3 | 0 | · | i
O=C(NCC1CCCN(C(=O)CN2CCCCC2)C1)c1ccccc1Cl (stereo unspecified) | -1 | i | i | i | -11 | i | i | 3 | -3 | -3 | i
Cc1ccc(C(=O)Nc2nnc(S(=O)(=O)N3CCC(C)CC3)s2)cc1 | -2 | i | i | i | -7 | i | i | -3 | -7 | -4 | i
CCCCN(C(=O)CCC(=O)Nc1cc(C)on1)C(C(=O)NC(C)(C)C)c1ccccc1Cl (stereo unspecified) | 1 | i | i | i | -5 | i | i | -1 | -6 | -7 | i
O=C1CCCN1CCCNC(=S)Nc1ccc(Br)cc1Cl | 1 | i | i | i | -11 | i | i | 0 | -1 | -1 | i
COc1ccccc1OCCNC(=O)CC(NC(C)=O)c1ccccc1 (stereo unspecified) | -5 | i | i | i | -7 | i | i | -1 | -2 | -6 | i
CCOC(=O)c1cnc(SCC(=O)N2CCN(C(=O)c3ccco3)CC2)nc1N | 1 | i | i | i | -4 | i | i | 2 | -3 | -2 | i

Single values from the entries so far.
`CCc1ccc(C(C)NC(=O)c2cc(C)oc2C)cc1` (stereo unspecified) in GSK3beta inhib is entered as 0
`Fc1ccc(-c2cc(C(F)(F)F)nc(-n3cccn3)n2)cc1` in HDAC3 inh is entered as 2
`O=C1CCCN1CCCNC(=S)Nc1ccc(Br)cc1Cl` in Dyrk1A ADPGlo is entered as -1
`Cc1ccc(S(=O)(=O)N2CCN(C(=O)NCc3ccc(C(=O)O)cc3)CC2)cc1` in Dyrk1A ADPGlo is entered as -7
`COc1cc2oc(-c3ccc(O)cc3)cc(=O)c2c(O)c1OC` in Dyrk1A ADPGlo is entered as 31

Screens: PubChem BioAssay, several laboratories
